# p53 reactivator – qHTS assay for re-activators of p53 using a Luc reporter. H1299 p53-A138V BP100-luciferase reporter, luminescence, 24 h. Potency, µM (series often up to 92.2 µM), inactives show top-dose activity change, positive = activation, actives largely listed as activators. hit rate 0.063% among 320,000; note: potency is the fitted concentration of half-maximal effect; % of control where 0% means no effect; nearly all actives have a fitted effect of over 45% in size
#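 H1299 (p53-null), stable ts p53-A138V + BP100-Luc; 1000 cells/well, Opti-MEM/10% FBS; cpd 4 pt, 1:5; 24 h, 37 deg C, 5% CO2; detection reagent 10 min RT; luminescence.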
# FLuc counter – qHTS profiling assay for firefly luciferase inhibitor/activator using purifed enzyme and Km concentrations of substrates (counterscreen for miR-21 project) | purified FLuc, Km substrates, luminescence inhibition | hit rate 6.9% among 360,000 | Luciferin 4-monooxygenase (Photinus pyralis), P08659 | AID 588342, 2011 | Potency, µM (doses to about 57.5 µM), for inactives: at the top dose activity change, negative = inhibition, usual class: inhibitors;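 note: potency is the fitted concentration of half-maximal effect; plate controls were vehicle for no effect and reference inhibitor for full effect; nearly all actives have a fitted effect of over 55% in size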
# Target sequence (P08659 whole entry, looked up): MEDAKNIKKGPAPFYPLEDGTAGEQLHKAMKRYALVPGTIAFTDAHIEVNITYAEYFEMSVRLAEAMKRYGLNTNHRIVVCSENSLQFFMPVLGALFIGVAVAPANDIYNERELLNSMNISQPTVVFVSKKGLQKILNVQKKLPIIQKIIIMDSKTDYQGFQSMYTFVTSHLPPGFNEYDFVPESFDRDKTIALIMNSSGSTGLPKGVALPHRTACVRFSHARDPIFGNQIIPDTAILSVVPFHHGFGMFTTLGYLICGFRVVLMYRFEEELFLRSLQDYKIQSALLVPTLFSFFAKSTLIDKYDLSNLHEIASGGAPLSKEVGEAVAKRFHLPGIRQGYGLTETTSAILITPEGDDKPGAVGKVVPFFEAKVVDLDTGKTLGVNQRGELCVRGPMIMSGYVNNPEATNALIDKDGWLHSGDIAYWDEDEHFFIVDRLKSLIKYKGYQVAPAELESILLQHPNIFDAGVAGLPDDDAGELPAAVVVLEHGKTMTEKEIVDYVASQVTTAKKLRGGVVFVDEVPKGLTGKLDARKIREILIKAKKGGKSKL
#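 Biochemical qHTS of compounds, final roughly 60 µM downward over six points, against 10 nM purified firefly luciferase using Km concentrations of substrates (10 uM D-luciferin, 10 uM ATP) in Tris acetate pH 7.5 buffer; luminescence output.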
# Rab9 prom act – qHTS Assay for Rab9 Promoter Activators | Huh7 Rab9 promoter-luciferase reporter, luminescence, 24 h | Potency, µM (series often up to 9.22 µM), for inactives: top-dose activation, negative = inhibition, most hits filed as activators | hit rate 2.8% among 320,000; note: potency is the fitted concentration of half-maximal effect; % of control where 0% means no effect; nearly all actives have a fitted effect of over 60% in size
#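 Quantitative HTS format; Huh7 Rab9-luciferase reporter cells (1500/well) receive compound 2 h post-plating, incubate 24 h at 37 °C, then get luciferase reagent for 10 min before luminescence reading.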
# Menin MLL FP TR – qHTS Assay for Inhibitors Targeting the Menin-MLL Interaction in MLL Related Leukemias: Competition With Texas Red Labeled MLL-derived Mutant Peptide. O00255. Potency, µM (titrated, usually from 61.6 µM), for the others: at the top dose FP activity change, negative = inhibition, actives largely listed as inhibitors. AID 1768, 2009. Menin + Texas Red MLL mutant peptide, fluorescence polarization. hit rate 0.23% among 270,000; active = well fitted inhibition curve with a large enough effect in the polarisation, with a control signal flat, not every such curve was filed as active; inconclusive = small, poorly fitted or top-dose-only effect, or effect the other way, or a change in a side signal; inactive = no such curve, though single readings can be large or run the other way; the % refers to the polarisation; note: potency is the fitted concentration of half-maximal effect; % of control where 0% means no effect; many of its hits are not listed in these tables
# ELG1 genotoxic – qHTS screen for small molecules that induce genotoxicity in human embryonic kidney (HEK293T) cells expressing luciferase-tagged ELG1; HEK293T ELG1-luciferase reporter, luminescence, 16 h; Potency, µM (titrated, usually from 46 µM), for the others: at the top dose activity change, positive = activation, most hits filed as activators; hit rate 1.3% among 330,000; note: potency is the fitted concentration of half-maximal effect; % of control where 0% means no effect; nearly all actives have a fitted effect of over 60% in size
#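 Genotoxicity was scored as increased ELG1-luciferase reporter signal, measured by ONE-Glo luminescence (30 min, room temperature). Compound or vehicle exposure of the HEK293T reporter cells lasted 16 hr at 37°C.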
# Giardia kill – Small Molecules that selectively kill Giardia lamblia: qHTS. Giardia lamblia trophozoite viability. activity change, % at 7.66 µM, hits read low. hit rate 0.15% among 340,000; in the data active = activity change below about -80%; inconclusive = between about -30% and that limit;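 note: parasites exposed to compound for two days anaerobically before the ATP read; % is set by controls: 0 for no effect and ±100 for the full control effect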
#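 Each well holds 100 Giardia trophozoites and compound. After two days (48 hrs) at 37 deg C in anaerobic conditions, ATP is quantified by luminescence.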
# RORg inh – qHTS for inhibitors of ROR gamma transcriptional activity. Nuclear receptor ROR-gamma (Mus musculus), P51450. Drosophila S2 Gal4-RORgamma UAS-luciferase reporter, 20 h. Potency, µM (highest dose often 53.6 µM), for inactives: at the highest dose activity change, negative = inhibition, hits mostly inhibitors. hit rate 5.4% among 310,000. AID 2551, 2010; note: potency is the fitted concentration of half-maximal effect; % is set by controls: 0 for no effect and ±100 for the full control effect; nearly all actives have a fitted effect of over 60% in size
# Target sequence (P51450 whole entry, looked up, the tested form may be a part): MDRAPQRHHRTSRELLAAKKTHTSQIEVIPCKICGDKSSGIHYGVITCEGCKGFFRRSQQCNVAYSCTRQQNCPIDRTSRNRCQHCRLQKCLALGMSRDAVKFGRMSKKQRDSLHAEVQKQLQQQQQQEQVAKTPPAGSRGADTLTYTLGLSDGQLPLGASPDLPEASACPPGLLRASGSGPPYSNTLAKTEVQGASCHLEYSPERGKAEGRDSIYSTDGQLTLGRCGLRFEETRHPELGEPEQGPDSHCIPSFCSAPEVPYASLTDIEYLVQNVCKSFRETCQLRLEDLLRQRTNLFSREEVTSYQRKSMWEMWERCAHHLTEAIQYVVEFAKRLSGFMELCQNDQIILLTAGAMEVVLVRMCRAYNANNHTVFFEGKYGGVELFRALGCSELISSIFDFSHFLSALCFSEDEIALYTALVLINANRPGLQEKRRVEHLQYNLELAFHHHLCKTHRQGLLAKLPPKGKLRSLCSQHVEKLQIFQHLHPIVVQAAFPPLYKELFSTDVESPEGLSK
#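 Drosophila Schneider cells stably carrying a metallothionein-driven Gal4 DBD–ROR gamma fusion and a UAS-Photinus luciferase reporter were exposed to compound for 1 hr, then induced with copper sulfate (700 uM final) for 20 hr at ambient temperature before luminescence reading.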
# BRCA1 expr up – qHTS Assay to Identify Small Molecule Activators of BRCA1 Expression; MCF7-BRCA1-FFLuc reporter, luminescence, 48 h; response scale: scaled: vehicle 0%, 10 µM genistein 100%; Potency, µM (series often up to 46.1 µM), without a hit: at the top dose activation, actives largely listed as activators; hit rate 1.1% among 380,000; AID 624202, 2012; note: potency is the fitted concentration of half-maximal effect; nearly all actives have a fitted effect of over 80% in size; some results filed as inactive show a strong effect at the top dose
#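 MCF7 cells carrying a BRCA1-firefly luciferase reporter (2000 cells/well, phenol-red free MEM) were attached for 2 h at 37 °C, then given compounds for 48 h. Luminescence was read 15 min after luciferase reagent; activity normalized to genistein (10 microM) and DMSO.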
# Gal4-VP16 FLuc – VP16 counterscreen qHTS for inhibitors of ROR gamma transcriptional activity | Potency, µM (doses to about 53.6 µM), inactives show at the highest dose activity, negative = inhibition, usual class: inhibitors | AID 2546, 2010 | Drosophila S2 Gal4-VP16 UAS-luciferase, luminescence, 20 h | hit rate 3.5% among 310,000;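 note: Gal4-VP16 expression switched on by copper sulfate through the metallothionein promoter; potency is the fitted concentration of half-maximal effect; % is set by controls: 0 for no effect and ±100 for the full control effect; nearly all actives have a fitted effect of over 50% in size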
# PKM2 activator – qHTS Assay for Activators of Human Muscle isoform 2 Pyruvate Kinase. Pyruvate kinase PKM (Homo sapiens), P14618. purified PKM2, Kinase-Glo ATP luminescence, activation; response scale: 0% is enzyme alone, no compound. Potency, µM (titrated, usually from 57.5 µM), without a hit: at the highest dose activation, actives largely listed as activators. hit rate 0.34% among 260,000; note: potency is the fitted concentration of half-maximal effect; % is set by controls: 0 for no effect and ±100 for the full control effect; nearly all actives have a fitted effect of over 55% in size
#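 Purified hPK-M2 (>95%) run at intermediate activity with 0.1 mM ADP and 0.5 mM PEP in 50 mM imidazole pH 7.2, KCl, MgCl2; 1 h room temperature. ATP formed read by Kinase-Glo luminescence; normalized to uninhibited and no-enzyme controls.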
# NPC1 prom act – qHTS Assay for NPC1 Promoter Activators; Huh7 NPC1 promoter luciferase reporter, 24 h; Potency, µM (titrated, usually from 9.22 µM), without a hit: top-dose activation, most hits filed as activators; AID 485313, 2010; hit rate 2.4% among 320,000;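 note: potency is the fitted concentration of half-maximal effect; % of control where 0% means no effect; nearly all actives have a fitted effect of over 60% in size; reporter is driven by a mutant NPC1 promoter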
#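 Stably transfected Huh7 (NPC1 promoter→luciferase), 1500 cells/well in Opti-MEM + 10% FBS, 2 h settle, then compound 24 h at 37 °C. Luminescence after 10 min with Amplite reagent.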
# Starred values were filed as active, the others as inactive; ? = inconclusive; nt = not tested or not shown; [ ] = remark or other dose. Unless noted, calls come from the whole dose curve; as a rule, active = well fitted curve in the direction sought with a large enough effect; inconclusive = small, poorly fitted or top-dose-only effect, or another doubt; inactive = no such curve, though single readings can be large; an effect the other way counts as inactive or inconclusive.
item	SMILES	ELG1 genotoxic	Giardia kill	Rab9 prom act	RORg inh	PKM2 activator	Menin MLL FP TR	NPC1 prom act	BRCA1 expr up	p53 reactivator	Gal4-VP16 FLuc	FLuc counter
1	CS(=O)(=O)N1CCN(C(=O)COc2ccc3ccccc3c2)CC1	0%	-1	-11%	-9%	-1%	nt	0%	-4%	-2%	-4%	-3%
2	COc1ccc(-c2cnn3c(N)c(S(=O)(=O)C(C)(C)C)cnc23)cc1	-4%	16	9%	11µM*	5%	15%	9%	18%	2%	?	?
3	COc1ccc(NC(=O)NCc2ccco2)c(OC)c1	3%	-10	2%	-7%	-1%	-4%	-3%	1%	-2%	-7%	-2%
4	COC(=O)C(NC(=O)C(NC(=O)c1ccccc1)C(C)C)C(C)C (stereo not drawn)	-5%	-4	-12%	-11%	-5%	0%	5%	1%	-7%	13%	-2%
5	CSc1ccccc1NC(=S)NCc1ccc(Cl)cc1	17%	-3	9%	7.1µM*	-1%	8%	2%	?	15%	11µM*	?
6	NC(=O)CC(NC(=O)c1ccc(Br)cc1)c1ccc(N2CCCCCC2)c([N+](=O)[O-])c1 (stereo not drawn)	-3%	-5	-10%	2%	0%	17%	-12%	-47%	2%	?	1%
7	Cc1[nH]c(=O)nc2c1CCC2	-4%	-4	1%	-13%	0%	2%	-1%	29%	-3%	-7%	-1%
8	CCOC(=O)c1c(NC(=O)CCC(=O)N2CCOCC2)sc2c1CC(C)(C)OC2	3%	-7	-5%	15%	0%	-4%	-4%	-5%	1%	-4%	-1%
9	Cc1nn(-c2ccccc2)c(Cl)c1C1C(C#N)=C(N)OC2=C1C(=O)CCC2 (stereo not drawn)	-4%	-4	1%	-11%	-4%	-14%	9%	-16%	-8%	-11%	-2%
10	c1ccc2nc3[nH]cnc3nc2c1	4%	12	0%	24%	1%	10%	2%	21%	11%	18%	1%
11	COC(=O)Cn1cnc2c1c(=O)n(C)c(=O)n2C	1%	-9	0%	-2%	7%	-7%	-2%	-7%	-4%	21%	1%
12	COC(=O)C1=C(C(=O)c2ccccc2)C(c2ccc(OC)c(OC)c2)Nc2nnnn21 (stereo not drawn)	2%	-11	1%	0%	-3%	6%	-1%	15%	?	-6%	-12%
13	CCN1CCN(C(=O)c2ccc(CN(c3ccccc3)S(=O)(=O)c3ccccc3)cc2)CC1	1%	-5	-5%	0%	5%	-12%	-3%	0%	-3%	-5%	-1%
14	O=C(/C(C=Nc1cccc(C(F)(F)F)c1)=C(/O)c1ccco1)C(F)(F)F	?	1	0%	?	2%	0%	-2%	-53%	?	-10%	24µM*
15	CC(=O)Nc1ccc(-c2csc(NC(=O)Cc3ccccc3F)n2)cc1	-14%	-14	28%	24%	nt	?	18%	0%	12%	9%	?
16	Cc1c(/C=N/NC(=O)c2cc(Br)ccc2O)c(=O)n(C)c(=O)n1C	1%	3	-1%	-11%	-2%	13%	-2%	-9%	8%	10%	1%
17	COc1cc(NC(=O)CSc2nnc3c(C)cc4c(C)ccc(C)c4n23)c(C(=O)O)cc1OC	3%	-21	2%	-6%	0%	-3%	-1%	0%	-1%	-2%	-3%
18	COc1cc(/C=C2\SC(N)=NC2=O)cc(OC)c1	-4%	21	13%	?	-3%[11.5 µM]	7%	0%	-32%	-3%	?	?
19	Cc1cc(C)c2oc(C(=O)Nc3ccc(S(=O)(=O)Nc4nccc(C)n4)cc3)cc(=O)c2c1	4%[9.26 µM]	-21	0%	?	nt	41%[activator]	-1%	20%	-9%	-6%	0%
20	CC1=C(C(=O)OCc2cc(C)on2)N2C(=O)[C@@H](NC(=O)OCc3cc(C)on3)[C@H]2SC1	4%	9	-3%	nt	nt	nt	-1%	10%	-1%	nt	1%
21	Cc1ccc(CNC(=O)COC(=O)C2CCN(S(=O)(=O)c3cccs3)CC2)cc1	1%	0	0%	-8%	-6%	6%	-5%	-1%	1%	8%	-4%
22	CC1=C(C(=O)Nc2ccc(C)cc2)C(c2ccco2)NC(=O)N1 (stereo not drawn)	0%	-4	-3%	-30%	1%	5%	-2%	6%	-5%	-6%	4%
23	CC[n+]1c(/C=C(\C)OC)sc2ccccc21	10%	7	-9%	-26%	-3%	-10%	-6%	-4%	0%	-24%	1%
24	COc1ccc(C(C)=O)cc1CC(=O)NC1CCCCCC1	-16%	-11	0%	-12%	-7%	?	2%	-11%	-1%	4%	-2%
25	COc1ccccc1NC(=O)NCc1ccco1	9%	19	1%	1%	-3%	8%	-1%	21%	4%	-10%	-5%
26	O=C(OCCCN=C1NS(=O)(=O)c2ccccc21)c1ccccc1	4%	-25	2%	3%	-10%	nt	0%	-21%	-11%	-4%	-5%
27	O=C(Cc1ccccc1[N+](=O)[O-])NCc1ccc2c(c1)OCO2	?	-6	1.8µM*	16%	-7%	0%	?	?	?	-4%	?
28	CCCCCO	1%	1	1%	8%	nt	nt	-1%	7%	1%	-8%	-1%
29	CS(=O)(=O)N(CC(=O)N1CCN(c2ccccc2F)CC1)C1CCCCC1	-4%	-1	1%	-1%	-20%	-9%	-4%	2%	0%	7%	-1%
30	FC(F)(F)c1cccc(Oc2nc(-c3ccccc3)nnc2C(F)(F)F)c1	1%	-4	-7%	20%	-13%	21%	4%	-3%	-1%	-11%	-8%
31	C/C(CC1(O)/C(=N/O)CCc2nonc21)=N\O (stereo not drawn)	1%	-10	3%	-11%	2%	1%	0%	-2%	17%	2%	1%
32	COCCNC(=O)Cc1c(C)c2c(cc(C)c3c(C(C)(C)C)coc32)oc1=O	4%	-15	-8%	4%	nt	?	-19%	-53%	9%	?	2.7µM*
33	CC(=O)Nc1cccc2ncccc12	0%	-14	0%	-19%	-22%	?	0%	19%	-8%	2%	1%
34	C/C(CC(=O)Nc1ccccc1[N+](=O)[O-])=N\NC(=O)COc1ccccc1C	-1%	6	1%	-13%	17%	-1%	-2%	6%	0%	?	2%
35	Cc1ccccc1OCC(=O)N/N=C/c1cccc(Oc2ccc([N+](=O)[O-])cc2[N+](=O)[O-])c1	-1%	-10	-3%	?	-3%	?	-4%	-77%	0%	0%	-2%
36	COc1cc(OC)cc(C(=O)NCC(=O)OCC(=O)Nc2ccc(C)c(S(=O)(=O)N3CCOCC3)c2)c1	-3%	15	-13%	nt	nt	nt	0%	-4%	2%	nt	3%
37	C/C(=N\Nc1ccc(S(N)(=O)=O)cc1[N+](=O)[O-])c1ccc2c(c1)OCO2	13%	?	-12%	?	-2%	-7%	-9%	-41%	-5%	11µM*	2%
38	O=C(c1c[nH]c(C(=O)C(Cl)(Cl)Cl)c1)c1c(F)cccc1F	0%	2	-2%	?	nt	0%	-3%	-13%	3%	?	5%
39	CC1(C)CC(=O)C=C(Nc2ccc3c(c2)CCC3)C1	2%	-10	-3%	23%	-5%	-2%	-6%	18%	nt	-5%	-6%
40	CCCCC(CC)C(=O)Nc1cc([N+](=O)[O-])ccc1F (stereo not drawn)	1%	2	0%	-15%	-2%	-1%	-4%	-9%	-2%	-19%	2%
41	Cc1cc(NC(=O)OC2CCCCC2)ccc1[N+](=O)[O-]	22%	10	2.8µM*	86%	1%	?	2.8µM*	87%	?	?	7.6µM*
42	CC1CC2=C(NC(=S)NC2c2ccc(F)cc2)/C(=C/c2ccc(F)cc2)C1 (stereo not drawn)	-2%	-7	0%	1.6µM*	0%	-15%	-3%	-5%	8%	7.1µM*	2%
43	CCOC(=O)Nc1ccc(S(=O)(=O)N2CCOCC2)cc1	0%	-19	-3%	26%	14%	-3%	-1%	0%	1%	4%	1%
44	CCN(CC)S(=O)(=O)c1cc(NC(=O)C2=COCCO2)ccc1Cl	1%	8	-2%	nt	nt	nt	-1%	-11%	1%	nt	5%
45	C/C=C(\C)C(=O)NCCN1C2=NC[C@@H](C)N2C[C@@H]1Cc1ccc(OC)cc1	0%	-16	12%	-5%	0%	0%	-4%	-9%	0%	-4%	1%
46	NC(=O)c1c(NC(=O)CSc2nc(N)cc(=O)[nH]2)sc2c1CCCC2	-6%	5	0%	11%	-4%	nt	0%	-27%	-4%	3%	-13%

# An excerpt; the hit share may differ from the screen's.
